# Screens from PubChem BioAssay.
# UPR CHOP act – apoptotic UPR (CHOP) activation; AID 449763; 330,000 compounds, 0.34% hits; activation, % at 10 µM; CHO-CHOP luciferase reporter, luminescence; percent of tunicamycin response over DMSO baseline;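 active means at 10 µM dose, activation of 40% or more, normalized to positive control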;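 further: 100% = tunicamycin at 10 µg/mL and 0% = DMSO alone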
#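 measured by = luciferase luminescence | assay system = CHO-CHOP cells, stable luciferase reporter of PERK-eIF2a-CHOP signalling | amount = 500 reporter cells seeded per well | timing = 6 h compound exposure at 37 °C after overnight seeding | controls = positive tunicamycin 10 µg/mL, negative DMSO alone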
# XBP1 UPR activ – activators of adaptive arm of unfolded protein response (XBP1) | AID 463104 | CHO-XBP1 luciferase reporter, IRE1-XBP1 UPR activation, luminescence; percent of tunicamycin response, DMSO as zero | activation, % at 20 µM | 330,000 compounds, 0.33% hits;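 active means versus positive control, 20 µM dose yields 30% or more activation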;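 further: 100% = tunicamycin at 10 µg/mL and 0% = DMSO only wells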
#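 Material: CHO cell line with stable XBP1 luciferase reporter; schedule: 16-18 h cell attachment at 37 °C, then 6 h compound exposure; signal: glow luminescence from Steady-Glo reagent; medium: serum-containing F12 medium, 10% FBS; benchmarks: tunicamycin 10 µg/mL and vehicle-only wells; read-out: percent activation relative to tunicamycin reference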
# Mdm2 MdmX PPI – inhibitors of human Mdm2/MdmX interaction. inhibition, % at 8 µM. SaOS-2 split-luciferase Mdm2/MdmX complementation, luminescence. 330,000 compounds, 3% hits. AID 485346;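 active means inhibition of at least 50% at 8 µM in the primary screen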
# CXCR6 block – CXCR6 (human) receptor inhibition. O00574. CHO-K1 PathHunter CXCR6 beta-arrestin, luminescence. 360,000 compounds, 0.36% hits. inhibition, % at 20 µM; in the data active means inhibition above about 34%, passing the limit was not always enough;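 further: antagonist mode with CXCL16 agonist at 10 nM final; 0% = 10 nM CXCL16 with DMSO and 100% = unstimulated wells without agonist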
# Target sequence (O00574 whole entry, looked up): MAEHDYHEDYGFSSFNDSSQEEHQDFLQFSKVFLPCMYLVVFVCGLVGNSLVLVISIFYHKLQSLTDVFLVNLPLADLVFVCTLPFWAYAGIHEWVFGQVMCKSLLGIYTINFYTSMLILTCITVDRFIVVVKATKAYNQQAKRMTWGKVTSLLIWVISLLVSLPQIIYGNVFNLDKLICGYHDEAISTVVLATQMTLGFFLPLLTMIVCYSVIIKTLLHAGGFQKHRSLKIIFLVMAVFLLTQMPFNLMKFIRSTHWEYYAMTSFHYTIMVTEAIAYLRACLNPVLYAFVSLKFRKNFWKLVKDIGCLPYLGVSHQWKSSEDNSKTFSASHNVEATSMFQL
# Gli-Sufu block – blocks Gli-Sufu signaling in a luciferase reporter | inhibition, % at 5 µM | 340,000 compounds, 0.74% hits | AID 588413 | Sufu-KO-LIGHT fibroblasts, Gli luciferase reporter luminescence;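 active means inhibition above about 55%, limit read from the data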;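 further: 0% = DMSO-treated cells and 100% = wells with medium but no cells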
# CCR6 antagonist – antagonists of human CCR6 receptor | CHO-K1 CCR6 PathHunter beta-arrestin, luminescence, CCL20-stimulated | AID 493098 | P51684 | 340,000 compounds, 0.49% hits | inhibition, % at 20 µM;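 active means compounds whose inhibition of the agonist-driven luminescence signal at 20 µM reaches about 50%, limit read from the data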;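 further: cells stimulated with CCL20 at 14 nM final; plate controls were DMSO with CCL20 for no effect and DMSO without agonist for full effect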
# Target sequence (P51684 whole entry, looked up): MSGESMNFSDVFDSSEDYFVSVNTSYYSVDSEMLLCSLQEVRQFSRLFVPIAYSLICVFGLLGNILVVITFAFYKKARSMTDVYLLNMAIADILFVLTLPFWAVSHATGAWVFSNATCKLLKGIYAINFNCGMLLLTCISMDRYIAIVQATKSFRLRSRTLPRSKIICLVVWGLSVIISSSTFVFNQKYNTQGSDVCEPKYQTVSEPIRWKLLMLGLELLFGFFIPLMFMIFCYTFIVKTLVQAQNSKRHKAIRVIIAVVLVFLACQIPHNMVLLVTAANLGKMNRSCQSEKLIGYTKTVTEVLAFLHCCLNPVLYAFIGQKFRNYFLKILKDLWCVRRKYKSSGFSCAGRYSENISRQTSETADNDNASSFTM
# 697 NFkB inh – lowers PMA/ionomycin-induced NF-kB signal in 697 B cells. 697 B-cell NF-kB luciferase reporter, 16 h. 330,000 compounds, 0.33% hits. inhibition, % at 4 µM; in the data active means inhibition above about 35%
# Jurkat NFkB inh – lowers PMA/ionomycin-induced NF-kB signal in Jurkat cells; PMA/ionomycin-induced NF-kB luciferase reporter, luminescence; inhibition, % at 4 µM; 330,000 compounds, 0.53% hits; AID 435003; in the data active means inhibition above about 50%
# EBI2 antag – EBI2 (human) antagonism; P32249; EBI2 beta-arrestin recruitment, luminescence, 7a,25-OHC stimulated; inhibition, % at 5 µM; 360,000 compounds, 0.81% hits; AID 651636; in the data active means inhibition above about 38%;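 further: enzyme fragment complementation signal reports receptor beta-arrestin coupling in cells; 0% = agonist plus DMSO wells and 100% = wells without agonist; some results beyond the cut were filed as inactive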
# * = called active by the depositor; nt = no result given.
# Preview:
compound	UPR CHOP act	XBP1 UPR activ	Mdm2 MdmX PPI	CXCR6 block	Gli-Sufu block	CCR6 antagonist	697 NFkB inh	Jurkat NFkB inh	EBI2 antag
CCOc1ccc(NC(=O)CSc2nnc(Cc3csc(C)n3)o2)cc1	1.0	-2.1	7.6	-1.3	5.2	4.7	18.6	-2.8	-4.4
OC1(c2ccc(OC(F)F)cc2)CSC(=Nc2cccnc2)N1C1CC1 (stereo not drawn)	0.0	-1.2	4.1	-5.0	22.4	-10.1	-50.5	15.8	8.3
Cc1ccc(S(=O)(=O)CCC(=O)OC(C)C(=O)NC2CCCCC2C)cc1 (stereo not drawn)	1.5	16.8	5.4	4.0	3.3	6.0	-5.1	5.6	-9.9
COc1ccc(/C=C2\SC(=O)N(CCNC(=O)C3CCN(S(=O)(=O)c4cccs4)CC3)C2=O)cc1	5.9	-0.8	-52.9	-1.0	-63.2	4.7	-92.6	-62.4	-5.9
CCOC(=O)N1CCN(Cc2nc(-c3cccc(C)c3)no2)CC1	-0.5	-3.5	-0.3	2.7	-23.9	3.2	18.1	1.9	-5.4
CCOc1ccc(C(=O)NCc2cccnc2)cc1	0.3	-0.8	1.4	5.2	-4.7	11.2	-7.7	-14.2	-5.6
O=C1CSC(c2cccnc2)N1Cc1ccc(Cl)cc1 (stereo not drawn)	1.0	0.7	-11.1	-1.0	0.3	-3.1	1.6	-11.4	5.7
CN(C)C(C(=O)NC1CCCCC1)c1ccc(Cl)cc1 (stereo not drawn)	-1.2	-1.3	3.0	2.6	4.6	5.0	-11.8	-15.7	2.8
O=C(Cc1ccccc1)Nc1ccccc1Sc1ccccc1	0.9	-2.0	-10.3	1.8	4.8	13.4	-4.1	-10.3	16.7
Cn1c(SCC(=O)NC2CCCC2)nnc1-c1ccncc1	-1.2	-0.7	2.9	-0.3	17.6	6.1	14.3	-3.2	-11.4
CC1CN(Cc2ccccc2)c2nc3c(c(=O)n(C)c(=O)n3C)n2C1 (stereo not drawn)	0.2	-0.2	11.0	-1.7	-0.2	2.3	8.8	2.4	-5.6
Oc1ccc(C(=S)N2CCCCC2)cc1	-0.3	-1.0	-13.1	-1.4	-4.2	-6.3	0.6	-22.7	0.4

# Main list, previewed entries included:
compound	UPR CHOP act	XBP1 UPR activ	Mdm2 MdmX PPI	CXCR6 block	Gli-Sufu block	CCR6 antagonist	697 NFkB inh	Jurkat NFkB inh	EBI2 antag
CCOc1ccc(NC(=O)CSc2nnc(Cc3csc(C)n3)o2)cc1	1.0	-2.1	7.6	-1.3	5.2	4.7	18.6	-2.8	-4.4
OC1(c2ccc(OC(F)F)cc2)CSC(=Nc2cccnc2)N1C1CC1 (stereo not drawn)	0.0	-1.2	4.1	-5.0	22.4	-10.1	-50.5	15.8	8.3
Cc1ccc(S(=O)(=O)CCC(=O)OC(C)C(=O)NC2CCCCC2C)cc1 (stereo not drawn)	1.5	16.8	5.4	4.0	3.3	6.0	-5.1	5.6	-9.9
COc1ccc(/C=C2\SC(=O)N(CCNC(=O)C3CCN(S(=O)(=O)c4cccs4)CC3)C2=O)cc1	5.9	-0.8	-52.9	-1.0	-63.2	4.7	-92.6	-62.4	-5.9
CCOC(=O)N1CCN(Cc2nc(-c3cccc(C)c3)no2)CC1	-0.5	-3.5	-0.3	2.7	-23.9	3.2	18.1	1.9	-5.4
CCOc1ccc(C(=O)NCc2cccnc2)cc1	0.3	-0.8	1.4	5.2	-4.7	11.2	-7.7	-14.2	-5.6
O=C1CSC(c2cccnc2)N1Cc1ccc(Cl)cc1 (stereo not drawn)	1.0	0.7	-11.1	-1.0	0.3	-3.1	1.6	-11.4	5.7
CN(C)C(C(=O)NC1CCCCC1)c1ccc(Cl)cc1 (stereo not drawn)	-1.2	-1.3	3.0	2.6	4.6	5.0	-11.8	-15.7	2.8
O=C(Cc1ccccc1)Nc1ccccc1Sc1ccccc1	0.9	-2.0	-10.3	1.8	4.8	13.4	-4.1	-10.3	16.7
Cn1c(SCC(=O)NC2CCCC2)nnc1-c1ccncc1	-1.2	-0.7	2.9	-0.3	17.6	6.1	14.3	-3.2	-11.4
CC1CN(Cc2ccccc2)c2nc3c(c(=O)n(C)c(=O)n3C)n2C1 (stereo not drawn)	0.2	-0.2	11.0	-1.7	-0.2	2.3	8.8	2.4	-5.6
Oc1ccc(C(=S)N2CCCCC2)cc1	-0.3	-1.0	-13.1	-1.4	-4.2	-6.3	0.6	-22.7	0.4
Cc1c(C(=O)N2CCCCC2CCN2CCCC2=O)oc2c(F)cccc12 (stereo not drawn)	0.7	-3.8	11.3	-4.9	-0.1	15.9	12.7	-4.0	-22.5
Cc1ccccc1NC(=S)NC(C)C(c1ccccc1)N1CCN(C)CC1 (stereo not drawn)	-2.9	-0.3	26.5	5.6	12.5	9.7	8.2	-16.1	3.6
CCN(CC)C(=O)c1ccccc1NS(=O)(=O)c1cccs1	-0.7	0.8	20.2	5.4	-6.3	15.1	-15.0	-0.1	-7.2
CC(=O)Nc1ccc(S(=O)(=O)N2CCN(C(=O)c3ncoc3-c3ccccc3C)CC2)cc1	-0.8	7.0	26.4	-5.7	-19.8	6.1	-1.9	6.5	9.7
CC(=O)c1ccccc1NC(=O)COC(=O)CN1C(=O)C2CCCCC2C1=O (stereo not drawn)	-0.7	2.1	-10.4	2.9	3.7	1.4	-18.7	-5.3	-5.6
C#CCOc1ccc(/C=C2/C(=O)ON=C2C)cc1OCC	-1.4	-4.2	-0.4	-25.5	7.1	-5.6	-0.8	-8.6	-5.2
CCOc1ccccc1N1C(=O)CC(Sc2n[nH]c(-c3ccccc3)n2)C1=O (stereo not drawn)	4.9	-2.8	12.3	-8.0	-2.7	70.2*	14.2	11.2	-11.9
COc1ccc(C)cc1NC(=O)Nc1cnccn1	-0.4	4.0	22.0	1.4	-2.8	-12.8	6.4	-7.0	-12.4
COc1cccc(C(=O)NCCS(=O)(=O)N2CCCCCC2)c1	2.3	-4.3	-8.2	3.8	-1.3	12.3	7.0	6.5	-7.1
CC1=CC2=NC(=O)/C(=C\c3cccn3CCOc3ccc(C)c(C)c3)C(=N)N2O1	1.2	0.2	29.8	21.3	-17.5	17.2	2.1	-27.4	24.4
Cc1ccccc1C(=O)Nc1c2c(nc3ccccc13)CCCC2	2.2	-0.6	23.2	-2.8	-6.5	9.8	13.3	13.7	-17.5
COC(=O)c1ccc(COc2ccccc2/C=C(\C#N)C(=O)Nc2ccccc2C)cc1	1.8	7.7	45.5	-0.9	5.0	4.4	-7.4	-6.0	25.4
COc1cc(O)c(C(CC(=O)N2CCOCC2)c2ccc3c(c2)OCO3)c(OC)c1 (stereo not drawn)	-0.5	-2.2	20.9	-0.6	0.6	1.1	7.1	7.0	7.8
CCN(CC)C(=O)c1ccc2c(c1[N+](=O)[O-])C(=O)c1ccccc1C2=O	7.8	-1.0	-41.6	nt	nt	nt	-126.0	-50.9	nt
CC(C)(CNc1ccc([N+](=O)[O-])cc1Cl)N1CCOCC1	-0.1	-1.0	20.1	14.1	-4.6	28.3	6.3	6.5	8.4
CCCCSCCCNC(=O)Nc1ccc(C)c(C)c1	2.0	0.1	18.2	1.3	1.6	9.8	-2.0	-5.9	14.4
COc1ccc(C(CNC(=O)c2oc3cc(Br)ccc3c2C)N2CCCCC2)cc1 (stereo not drawn)	5.1	-4.5	43.5	13.9	32.5	33.8	14.0	1.0	5.6
COc1ccccc1CNC(=O)CN1C(=O)NC(c2ccccc2)(c2ccccc2)C1=O	1.0	-2.8	9.0	-0.7	-4.1	7.9	4.0	9.6	16.7
COc1ccc(OC)c(S(=O)(=O)NCc2csc(-c3ccccc3)n2)c1	0.5	-1.8	2.5	-2.1	3.6	5.1	-3.6	-2.5	-11.8
COc1cccc(S(=O)(=O)Nc2ccc3sc(C)nc3c2)c1	-0.2	-2.1	21.5	-6.2	8.3	-5.5	-4.0	8.1	-5.6
Cc1cc(C)c(C#N)c(SCc2ccc(C(=O)O)cc2)n1	-1.6	-7.1	1.4	4.2	-22.8	13.4	6.8	-5.4	7.9
CCCC1COC(Cn2cncn2)(c2ccc(C)cc2)O1 (stereo not drawn)	-0.6	-2.4	15.1	0.2	-0.1	-14.3	-5.0	-32.2	5.6
COc1ccccc1NC(=O)C(C)OC(=O)COc1cccc2c1OC(C)(C)C2 (stereo not drawn)	2.8	1.1	-8.0	-7.8	-3.4	-1.1	1.2	-1.3	-1.0
COc1ccc(NC(=O)c2sccc2SCc2cccc(C(F)(F)F)c2)cc1	1.2	0.5	2.9	1.1	1.3	20.0	-11.6	-7.3	27.0
COc1ccc(C2CC(c3ccccc3)Nc3nc(NS(C)(=O)=O)nn32)cc1 (stereo not drawn)	0.3	-3.1	4.1	-3.9	-11.4	5.3	11.9	7.5	-5.5
CCCCOc1ccc(CCC(=O)N/N=C/c2ccco2)cc1	0.7	-0.9	4.3	-9.0	-1.6	-2.4	-7.4	13.2	-3.3
COc1ccc(-c2nn(-c3ccccc3)cc2/C=N/O)cc1	1.3	-2.4	9.8	-10.6	0.1	-24.0	-23.8	-26.3	-0.5
O=C(Nc1ccc2c(c1)OCCO2)C1CC1c1ccccc1 (stereo not drawn)	2.1	-5.2	-36.8	-13.1	11.8	7.6	-14.8	-62.3	-13.9
CC(=O)Nc1ccc(C2Nc3cc(C)c(C)cc3NC3=C2C(=O)CC(C)(C)C3)cc1 (stereo not drawn)	2.2	-1.6	-23.9	-7.2	-10.3	13.1	-79.4	-58.6	3.0
O=C1c2ccccc2[C@@H]2C[C@@H](O)[C@H](Nc3ccccc3Cl)CCN12	0.3	1.9	22.5	0.5	3.0	9.5	5.4	nt	-2.6
OC(c1ccccc1)(c1ccccc1)C1CCN(C(=S)NC2CCCC2)CC1	-0.1	0.8	12.1	13.1	-7.2	14.7	-8.7	-9.2	-6.3
O=C(c1ccc(CS(=O)Cc2ccc(Cl)cc2)o1)N1CCN(c2ccccc2F)CC1 (stereo not drawn)	0.5	-9.2	18.3	0.8	0.5	9.1	-3.2	8.8	0.8
COC(=O)[C@]1(Cc2ccccc2)N[C@H](CN(C)C(=O)Nc2ccc(C(F)(F)F)cc2)[C@@H]2C(=O)N(Cc3ccccc3)C(=O)[C@@H]21	6.2	1.3	70.1*	12.1	-6.5	14.7	8.6	-4.9	18.9
